TCR act: Activators of T cell receptors: qHTS campaign. primary human leukocytes, anti-CD3, IL-2 HTRF, 48 h. Potency, µM (top dose mostly 9.22 µM), inactives show top-dose activation of IL-2 secretion, actives largely listed as activators. 330,000 tested, under 10 active. AID 504894, 2011; also: % of control where 0% means no effect
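48 hr co-incubation of compounds, a-CD3 beads and primary human leukocytes; IL-2 quantified homogeneously by HTRF with anti-IL-2 K and d2 conjugates.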
Eya2 inh: qHTS Assay for Inhibitors of the Phosphatase Activity of Eya2 | Protein phosphatase EYA2 (Homo sapiens), O00167 | recombinant Eya2, OMFP fluorescence dephosphorylation (OMFP is methylfluorescein phosphate) | Potency, µM (series often up to 76.9 µM), for inactives: at the top dose activity, negative = inhibition, hits mostly inhibitors | actives 0.006% (n = 330,000) | AID 488837, 2010; also: potency is read from the fitted curve at half-maximal effect; % is scaled to controls: 0 for no effect and ±100 for the full control effect
Target sequence (O00167 whole entry, looked up): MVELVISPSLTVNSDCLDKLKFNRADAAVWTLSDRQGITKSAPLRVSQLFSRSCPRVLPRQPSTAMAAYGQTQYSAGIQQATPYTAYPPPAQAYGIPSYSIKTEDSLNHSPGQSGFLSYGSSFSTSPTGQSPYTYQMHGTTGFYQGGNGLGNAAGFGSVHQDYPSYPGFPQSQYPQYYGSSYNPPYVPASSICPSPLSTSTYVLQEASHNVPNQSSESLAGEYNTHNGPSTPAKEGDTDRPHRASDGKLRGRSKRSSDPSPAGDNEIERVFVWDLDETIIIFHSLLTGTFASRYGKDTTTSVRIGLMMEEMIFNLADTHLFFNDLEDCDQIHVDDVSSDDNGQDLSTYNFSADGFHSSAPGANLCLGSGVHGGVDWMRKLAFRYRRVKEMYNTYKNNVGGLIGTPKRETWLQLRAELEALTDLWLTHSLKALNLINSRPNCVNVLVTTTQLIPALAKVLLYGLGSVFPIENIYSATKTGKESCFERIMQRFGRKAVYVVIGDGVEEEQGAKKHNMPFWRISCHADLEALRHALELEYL
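Eya2 (0.2 uM) preincubated 10 min at ambient with compound, then OMFP substrate added at 50 uM; 10 min reaction in 50 mM HEPES pH 7.5, 50 mM NaCl, 5 uM MgCl2, 0.05% BSA, 1 mM DTT. Fluorescence read at Ex 485/Em 525 nm.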
ELG1 repair inh: qHTS screen for small molecules that inhibit ELG1-dependent DNA repair in human embryonic kidney (HEK293T) cells expressing luciferase-tagged ELG1; HEK293T ELG1-luciferase reporter, luminescence, 16 h; DNA damage induced by 5-fluorouridine; Potency, µM (doses to about 46.1 µM), for inactives: top-dose activity change, negative = inhibition, usual class: inhibitors; actives 2.3% (n = 330,000); AID 504467, 2011; also: potency is read from the fitted curve at half-maximal effect; % is scaled to controls: 0 for no effect and ±100 for the full control effect; nearly all actives have a fitted effect of over 55% in size
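Reporter activity after DNA damage by 5-fluorouridine is monitored. Compound-treated cells incubate 16 hr at 37 °C, then ONE-Glo is added for 30 min before luminescence reading.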
B2AR arrestin: qHTS assay of beta-arrestin-biased ligands of beta2-adrenergic receptor; Beta-2 adrenergic receptor (Homo sapiens), P07550; actives 0.02% (n = 330,000); beta-arrestin recruitment to beta2AR, cell-based reporter; Potency, µM (titrated, usually from 46.1 µM), for the others: top-dose activation, hits mostly activators; AID 492947, 2010;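 also: potency is read from the fitted curve at half-maximal effect; 0% = DMSO controls and full agonism = EC100 isoproterenol or metaproterenol; nearly all actives have a fitted effect of over 65% in size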
TSHR antagonist: Antagonists of the Thyroid Stimulating Hormone Receptor: HTS campaign. Thyrotropin receptor (Homo sapiens), P16473. TSHR-expressing cells, TSH-stimulated cAMP HTRF, 2 h; active compounds read low. activity change, negative = inhibition, % at 11.5 µM. actives 0.2% (n = 330,000);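 active = activity change below a set negative limit, meaning inhibition stronger than a set level, cut at about -70% in these data; inconclusive = activity change between two set negative limits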; also: % is scaled to controls: 0 for no effect and ±100 for the full control effect
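Freshly harvested TSHR cells receive pin-tooled compound, then EC80 TSH at 4nM final. After 2 hours at 37 deg C, antibody in lysis buffer and cAMP-d2 are added; 30 minutes at ambient temperature precede the HTRF read.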
TSG101-PTAP inh: qHTS Assay for Iinhibitors of HIV-1 Budding by Blocking the Interaction of PTAP/TSG101. Tumor susceptibility gene 101 protein (Homo sapiens), Q99816. Fluorescence polarization, FITC-PTAP peptide / Tsg101 binding. Potency, µM (titrated, usually from 115 µM), for the others: at the highest dose activity change, negative = inhibition, hits mostly inhibitors. 340,000 tested, under 10 active; active = well fitted inhibition curve with a large enough effect in the main read-out, with a control signal flat, not every such curve was filed as active; inconclusive = small, poorly fitted or top-dose-only effect, or effect the other way, or a change in a side signal; inactive = no such curve, though single readings can be large or run the other way; also: potency is read from the fitted curve at half-maximal effect; % of control where 0% means no effect
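Steps: Tsg101 binding domain dispensed (10 uM final), compounds pinned in DMSO, FITC-labeled PTAP-motif peptide added (50 nM final); after 20 min binding at room temperature, polarization measured.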
USP2a inh: qHTS Assay for Inhibitors of Ubiquitin-specific Protease USP2a Using CHOP2 as the Reporter | Ubiquitin carboxyl-terminal hydrolase 2 (Homo sapiens), O75604 | USP2 core, Ub-CHOP2 coupled fluorogenic reporter, 485/531 | Potency, µM (doses to about 38.3 µM), inactives show top-dose activity change, negative = inhibition, most hits filed as inhibitors | actives 0.01% (n = 330,000);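 also: potency is read from the fitted curve at half-maximal effect; plate controls were DMSO wells for no effect and full inhibition by NEM control for full effect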
Target sequence (O75604 whole entry, looked up): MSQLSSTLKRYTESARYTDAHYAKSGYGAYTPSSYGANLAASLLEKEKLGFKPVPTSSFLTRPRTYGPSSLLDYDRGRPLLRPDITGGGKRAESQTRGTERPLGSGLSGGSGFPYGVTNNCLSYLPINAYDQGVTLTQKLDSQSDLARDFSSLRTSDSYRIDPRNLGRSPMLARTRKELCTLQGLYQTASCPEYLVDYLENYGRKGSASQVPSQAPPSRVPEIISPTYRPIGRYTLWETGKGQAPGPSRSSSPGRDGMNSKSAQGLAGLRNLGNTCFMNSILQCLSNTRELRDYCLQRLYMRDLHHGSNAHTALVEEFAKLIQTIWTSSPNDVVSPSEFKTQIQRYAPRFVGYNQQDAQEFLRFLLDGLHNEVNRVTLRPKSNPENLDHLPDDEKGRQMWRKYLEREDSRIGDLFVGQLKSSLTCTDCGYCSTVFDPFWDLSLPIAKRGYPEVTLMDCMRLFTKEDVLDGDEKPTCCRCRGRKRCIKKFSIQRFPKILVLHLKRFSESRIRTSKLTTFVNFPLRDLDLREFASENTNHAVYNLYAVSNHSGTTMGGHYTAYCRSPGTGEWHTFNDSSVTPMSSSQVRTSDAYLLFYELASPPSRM
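USP2 core (10nM final) preincubated 30min RT with compound in 20mM Tris-HCl pH 8.0, 2mM CaCl2, 2mM beta-mercaptoethanol, 0.05% CHAPS; 25nM Ub-CHOP2 plus 25nM reporter substrate added, fluorescence (Ex485/Em531) read after 60min.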
uPA surface inh: qHTS for Inhibitors of Cell Surface uPA Generation. cell surface uPA generation assay, qHTS. Potency, µM (titrated, usually from 38.3 µM), for the others: at the top dose activity change, negative = inhibition, actives largely listed as inhibitors. actives 0.31% (n = 330,000); active = well fitted inhibition curve with a large enough effect; inconclusive = small, poorly fitted or top-dose-only effect; inactive = no such curve, though single readings can be large or run the other way; tested in mouse RAW 264.7 cells; also: potency is read from the fitted curve at half-maximal effect; % is scaled to controls: 0 for no effect and ±100 for the full control effect; nearly all actives have a fitted effect of over 55% in size
Mito fusion yeast: qHTS Assay for Small Molecule Inhibitors of Mitochondrial Division or Activators of Mitochondrial Fusion; Potency, µM (highest dose often 46.1 µM), for inactives: at the highest dose growth rescue (activation), most hits filed as activators; S. cerevisiae fusion-defective mutant growth rescue, CellTiterGlo 48 h; actives 0.23% (n = 320,000); AID 485298, 2010;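 also: potency is read from the fitted curve at half-maximal effect; % of control where 0% means no effect; nearly all actives have a fitted effect of over 45% in size; temperature-sensitive fusion mutants such as fzo1-1 at 37 °C on non-fermentable ethanol glycerol medium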
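Yeast fusion mutant, YPEG (non-fermentable carbon), compound, 48 h at 37C non-permissive; CellTiterGlo added, 10 min RT, luminescence read. Rescued growth = division inhibition.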
BCR signal inh: qHTS Assay to Find Inhibitors of Chronic Active B-Cell Receptor Signaling. Potency, µM (doses to about 46.1 µM), inactives show at the highest dose ratio change, negative = lower green/red ratio, most hits filed as inhibitors. AID 493014, 2011. ABC-DLBCL IkBa-CBG/CBR reporter, luminescence ratio, 4 h. actives 0.05% (n = 340,000); active = well fitted inhibition curve with a large enough effect in the signal ratio, with a control signal flat, not every such curve was filed as active; inconclusive = small, poorly fitted or top-dose-only effect, or effect the other way, or a change in a side signal; the % refers to the signal ratio;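 also: potency is read from the fitted curve at half-maximal effect; plate controls were basal doxycycline-induced cells for no effect and cells given 10 µM MG132 for full effect; MG132 reads +100%, hits lower the ratio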
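TMD8 ABC-DLBCL cells carrying doxycycline-inducible green luciferase fused to IkappaBalpha plus unfused red luciferase were exposed to compounds (up to 46 uM) for 4 hrs at 37C. Activity came from the overlap-corrected green/red luminescence ratio.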
Tb PFK block: qHTS Assay to Find Inhibitors of T. brucei phosphofructokinase; ATP-dependent 6-phosphofructokinase (Trypanosoma brucei brucei), O15648; T. brucei PFK, ADP-Glo luminescence; Potency, µM (highest dose often 57.5 µM), without a hit: top-dose activity, negative = inhibition, usual class: inhibitors; actives 0.17% (n = 330,000); AID 485367, 2010;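 also: potency is read from the fitted curve at half-maximal effect; 0% = uninhibited 1x PFK enzyme wells and -100% = no-enzyme wells; nearly all actives have a fitted effect of over 60% in size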
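PFK 1.25 nM, F6P 0.5 mM, ATP 0.1 mM, 0.1 M TEA pH 8.0, 5 mM MgCl2, 0.01% Tween20, 0.1% BSA; 45 min RT. ADP-Glo readout. qHTS titration up to 57 uM; curves fitted, compounds curve-classed.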
Starred values were filed as active, the others as inactive; ? = inconclusive; . = not tested or not shown; [ ] = dose if it differs, or a comment. Unless noted, calls follow the shape of the dose curve; as a rule, active = well fitted curve in the direction sought with a large enough effect; inconclusive = small, poorly fitted or top-dose-only effect, or another doubt; inactive = no such curve, though single readings can be large; an effect the other way counts as inactive or inconclusive.

SMILES	TCR act	Eya2 inh	ELG1 repair inh	B2AR arrestin	TSHR antagonist	TSG101-PTAP inh	USP2a inh	uPA surface inh	Mito fusion yeast	BCR signal inh	Tb PFK block
O=C(NC1CCCC1)c1ccc(Cl)s1	-2%	1%	?	-0.3%	5	-7%	2%	0%	-2%	0%	-11%
Cc1ccccc1S(=O)(=O)Nc1nc2ccccc2nc1Cl	-2%	-7%	?	0.1%	23	0%	-3%	-1%	24%	0%	9%
COCCNC(=O)CCCn1c(=O)c2ccccc2n(Cc2ccccc2C#N)c1=O	-3%	-14%	-5%	-0.3%	-8	-1%	-2%	-1%	-5%	3%	4%
Cn1c(CSc2nc3ccccc3s2)nnc1SCC(=O)NCCCN1CCOCC1	1%[46.1 µM]	2%	-7%	-0.6%	-3	3%	-1%	6%	-3%	6%	-6%
COc1ccc(CN2CCN(Cc3c[nH]c4ccccc34)CC2)cc1	2%	-1%	-24%	-0.2%	12	-2%	-1%	-12%	-12%	0%	0%
CC(C)CCCN1C(Nc2ccccc2)=NC[C@@H]1C	-2%	8%	0%	-0.7%	12	1%	1%	-8%	2%	2%	0%
CSc1nc2cc(C)nn2c(-c2ccccc2)c1C#N	9%	?	2%	-0.4%	-35	0%	4%	9%	2%	0%	1%
CCN1C(=O)/C(=C\c2nc3ccccc3c(=O)n2CC)c2ccccc21	-6%	-3%	?	0.2%	7	-1%	2%	1%	24%	-1%	-19%
COC(=O)COc1ccc(S(=O)(=O)Nc2ccccc2SC)cc1	3%[46.1 µM]	4%	-3%	-0.2%	-11	-2%	0%	0%	3%	-3%	1%
CCn1c(SCC(=O)NCC2CCCO2)nnc1-c1ccc(Cl)cc1 (configuration not stated)	0%	-12%	-4%	-0.1%	5	-12%	2%	-1%	-3%	-1%	0%
CC(Sc1nnc(N)s1)C(=O)Nc1ccc(N2CCOCC2)cc1 (configuration not stated)	18%	-8%	-14%	-0.5%	-2	1%	0%	5%	0%	?	-3%
Cc1ccc(C)c(N(CC(=O)N(C)C)S(C)(=O)=O)c1	2%	6%	1%	-0.2%	9	-4%	1%	5%	3%	-2%	-6%
CC(C)Cn1c2c(c(=O)[nH]c1=O)C(C(F)(F)F)(C(F)(F)F)N=C(CCC1CCCCC1)N2	-3%[46.1 µM]	-3%	4%	-0.9%	-5	1%	5%	15%	-1%	?	-1%
COc1nc(NCc2cccnc2)nc(OC)n1	-6%	3%	-9%	0.5%	-15	-4%	7%	.	17%	-3%	7%
O=C(OCC(=O)N1CCN(c2ccccc2)CC1)c1ccc(Cl)nc1	-10%	10%	28%	0.4%	-9	-5%	1%	3%	-1%	1%	-3%
COCC(=O)NC1(c2nnnn2CCOC(=O)Nc2ccc(Cl)cc2)CCCCC1	1%	6%	4%	-0.3%	22	0%	9%	-9%	-1%	?	3%
OC(CNc1nc(C(F)(F)F)nc2ccccc12)c1ccccc1 (configuration not stated)	-2%	14%	?	0.5%	-4	1%	0%	-2%	16%	?	-2%
S=C(NCC1CCCCC1)Nc1cccnc1	-1%[46.1 µM]	1%	13%	-0.8%	-10	-3%	5%	-6%	-4%	?	3%
O=C(O)c1cc(O)ccc1NC(=O)c1cccc2ccccc12	5%	-2%	?	0.1%	-5	-3%	2%	3%	1%	?	4%
Fc1ccc(CNc2ncccn2)cc1	1%	1%	-5%	-0.3%	0	-5%	3%	0%	2%	-2%	-1%
CCN1C(=C2C(=O)c3ccccc3C2=O)C=Cc2ccccc21	1%	-32%	17%	-0.1%	1	-3%	0%	.	6%	-4%	-18%
COc1ccc(Nc2nc(NCc3ccco3)nc(N/N=C/c3ccc(O)cc3)n2)cc1	-11%[46.1 µM]	-10%	?	0.0%	61	-1%	-25%	-4%	-2%	?	1%
COC(=O)Cc1ccc(NC(=S)NCc2ccc(Cl)cc2)cc1	4%[46.1 µM]	0%	16%	-1.5%	-4	-8%	7%	-2%	-10%	-16%	0%
CC(=O)Nc1ccc2nc(-c3cccs3)[nH]c2c1	-6%	-26%	?	-0.9%	-10	-1%	2%	-8%	-3%	?	1%
COCCNc1c(-c2ccc(O)cc2)nc2ccc(Cl)cn12	-2%[46.1 µM]	-10%	-24%	-0.1%	-6	-2%	5%	-13%	3%	?	1%
Cc1ccc(C)c(Cn2nc3c4ccccc4n(Cc4ccccc4)cc-3c2=O)c1	3%	?	-12%	-0.1%	-7	0%	1%	4%	5%	1%	0%
O=C(CN1C(=O)NC2(CCCC2)C1=O)NCc1cccc(Cl)c1	-5%[46.1 µM]	2%	12%	0.0%	19	-5%	3%	2%	.	-1%	-1%
CCCCC1=CC2=C(c3ccco3)C(=O)C(C)(OC(=O)c3ccc(OC)cc3)C(=O)C2=CN1Cc1ccc2c(c1)OCO2 (configuration not stated)	-43%	0%	0%	-0.3%	-2	-1%	-7%	-10%	-3%	-9%	-5%
Cc1ccc2occ(-c3nn[nH]n3)c(=O)c2c1	1%[46.1 µM]	5%	10%	-0.5%	12	-6%	0%	14%	0%	2%	5%
COc1ccc(-c2nc(C#N)c(N3CCC(C(N)=O)CC3)o2)cc1	0%	4%	-1%	-0.3%	4	1%	2%	1%	0%	6%	2%
Cc1ccccc1C(=O)NCCNC(=O)c1ccccn1	2%	13%	3%	-0.3%	-1	-9%	1%	1%	5%	0%	0%
CCOc1ccc(CNC(=O)CCC(=O)n2nc(C)c3ccccc32)cc1	6%	-17%	0%	0.2%	9	0%	2%	5%	-4%	-7%	-12%
Cc1ccc(OCC(=O)N/N=C/c2c[nH]c3ccccc23)c([N+](=O)[O-])c1	8%	8%	-11%	0.7%	-2	-1%	0%	6%	1%	-3%	1%
O=C(O)c1ccccc1NS(=O)(=O)c1cccc2nsnc12	4%	15%	4%	-0.5%	49	-5%	-2%	17%	-1%	1%	4%
CC(C)c1ccc(/C=C/C(=O)Nc2nncs2)cc1	3%[46.1 µM]	7%	?	-2.9%	5	-3%	2%	-4%	4%	-5%	1%
Cc1ccc(CNC(=O)Cn2cc(C(F)(F)F)ccc2=O)cc1	-2%[46.1 µM]	-4%	23%	-0.6%	13	0%	4%	1%	-8%	2%	2%
N#Cc1ccccc1Sc1ccccc1C(=O)OCc1nnc(-c2ccccc2)o1	-3%	-9%	7%	-0.6%	-11	2%	-2%	-4%	-7%	?	2%
Cc1ccc(CC(=O)Nc2ccc(S(=O)(=O)N3CCOCC3)cc2)cc1C	.	-8%	?	-2.8%	.	-3%	-11%	-9%	3%	-2%	?
Cc1csc(NC(=O)C2CCCN2C(=O)OCC(C)C)n1 (configuration not stated)	2%	9%[15.4 µM]	1%	0.3%	-3	2%	6%	2%	-1%	0%	-1%
Clc1cccc(N2CCN(c3nnnn3-c3ccccc3)CC2)c1	2%	-25%	-10%	-0.1%	-14	-3%	1%	-30%	-2%	-15%	-11%
N/C(=N\OC(=O)CCCCCN1C(=O)c2ccccc2C1=O)c1ccccc1	-2%	4%	?	-0.6%	-3	-3%	-2%	6%	20%	0%	0%
CC(=O)Nc1ccc(C(=O)N/N=C/C2CC3C=CC2C3)cc1 (configuration not stated)	5%	-5%	6%	-0.2%	0	-6%	0%	12%	6%	-16%	4%
Cc1cc(OCCn2cnc3ccccc3c2=O)cc(C(C)C)c1	-6%[46.1 µM]	-8%	4%	-0.2%	0	-1%	3%	0%	-2%	-2%	0%
Cc1ccc(Cl)c(OCCN2CCc3ccccc3C2)c1	3%	-2%	-8%	-0.8%	-2	3%	-2%	9%	-3%	-3%	3%
CCOC(=O)c1sc(NC(=O)c2cccc(S(=O)(=O)N(CC)CC)c2)cc1C	4%	-17%	11%	0.3%	-12	-3%	2%	.	-4%	?	5%
O=C(Nc1ccc(Br)cc1)c1ccc(N2C(=O)C3CC=CCC3C2=O)cc1 (configuration not stated)	2%[46.1 µM]	-10%	0%	-0.4%	-4	-1%	2%	4%	0%	?	1%

Screens as filed in PubChem.
